# Source: PubChem BioAssay (several laboratories)
# HTR5A inv ag: HTR5A inverse agonism, opioid heterodimer counter-screen. P47898. HTR5A cell line, luminescence. inhibition, % at 9.3 µM. 0.083% of 340,000 active. AID 504634; in the data active means inhibition mostly above about 23%, no sharp cut-off; inactive means mostly below about 18%;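 further: 0% = cells with DMSO and 100% = no-cell wells with DMSO; some compounds called inactive have numbers as strong as hits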
# Target sequence (P47898 whole entry, looked up): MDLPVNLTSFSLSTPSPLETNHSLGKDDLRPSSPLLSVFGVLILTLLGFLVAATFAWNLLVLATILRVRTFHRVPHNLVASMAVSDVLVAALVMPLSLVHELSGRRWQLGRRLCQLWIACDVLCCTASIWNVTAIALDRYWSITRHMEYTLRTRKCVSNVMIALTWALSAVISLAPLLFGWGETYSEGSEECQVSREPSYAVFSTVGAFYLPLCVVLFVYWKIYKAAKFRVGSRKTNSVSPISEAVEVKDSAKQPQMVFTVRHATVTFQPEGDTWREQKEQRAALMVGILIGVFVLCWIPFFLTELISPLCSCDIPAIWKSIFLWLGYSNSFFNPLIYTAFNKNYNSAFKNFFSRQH
# Ecoli viability: reduces bacterial viability in AddAB counter-screen; E. coli V3065 growth, OD600 absorbance, 18 h; inhibition, % at 11.9 µM; 0.27% of 330,000 active;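 active means inhibition above the campaign's mean inhibition across all tested compounds plus 3 SD, cut at about 9.9% in these data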;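 further: uninfected addAB+ strain grown without phage in ampicillin broth; 0% = DMSO wells and 100% = ciprofloxacin 0.95 µg/ml wells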
# MOR-DOR inv ag: inverse agonist of human OPRM1-OPRD1 heterodimerization; AID 504357; cell-based MOR-DOR heterodimer luminescence, inverse agonism; P35372+P41143; 0.21% of 340,000 active; inhibition, % at 9.3 µM; in the data active means inhibition above about 22%, passing the limit was not always enough;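 further: 0% = cells with DMSO and 100% = wells without cells with DMSO; values of inactives mirror those of a sister screen read the other way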
# PKA-R1A act: PKA-R1A complex activation; P00514+P68181; 0.083% of 340,000 active; PKA-R1A dissociation, Cy5-IP20 fluorescence polarization; scaled: DMSO 0%, 113 µM cGMP 100%; AID 504707; activation, % at 11.4 µM;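 active means percent activation above the mean of all tested compounds plus 3 SD, cut at about 19% in these data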;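 further: higher means more PKAc released from R1A so a rise in polarization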
# PKA-R2B activ: activates the human PKA-R2B holoenzyme complex; PKA-R2B holoenzyme dissociation, Cy5-IP20 fluorescence polarization; R2B truncated from residue 108, S112A mutant; 0% DMSO only, 100% 113 µM cGMP; activation, % at 11.4 µM; 0.079% of 340,000 active; P22694+P31323;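 active means activation above a cutoff set at the mean over all compounds plus 3 SD, cut at about 18% in these data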;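 further: higher means more holoenzyme dissociation and a rise in polarization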
# Target sequence (P31323 whole entry, looked up, other chains not shown, the tested form may be a part): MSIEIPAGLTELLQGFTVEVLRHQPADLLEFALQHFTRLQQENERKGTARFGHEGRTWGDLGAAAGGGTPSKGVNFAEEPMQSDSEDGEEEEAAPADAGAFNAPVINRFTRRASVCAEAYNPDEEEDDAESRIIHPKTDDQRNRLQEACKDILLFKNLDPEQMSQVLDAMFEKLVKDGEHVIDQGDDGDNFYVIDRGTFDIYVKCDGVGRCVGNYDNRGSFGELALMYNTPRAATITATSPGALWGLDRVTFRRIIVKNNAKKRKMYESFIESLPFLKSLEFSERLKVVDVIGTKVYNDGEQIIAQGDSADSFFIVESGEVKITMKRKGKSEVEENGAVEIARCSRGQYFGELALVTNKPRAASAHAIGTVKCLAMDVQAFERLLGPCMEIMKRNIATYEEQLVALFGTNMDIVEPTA
# AddAB inh: less growth of phage-infected E. coli with AddAB; E. coli expressing H. pylori AddAB, absorbance growth; inhibition, % at 11.9 µM; AID 435030; 0.29% of 330,000 active; in the data active means inhibition above about 12%;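 further: 0% = vehicle wells of infected cells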
# PfHsp90 yeast 2: inhibits growth of yeast expressing Plasmodium falciparum Hsp90; S. cerevisiae expressing PfHsp90, BacTiter-Glo ATP, 48 h; yeast lacking PDR1 and PDR3 efflux regulators; inhibition, % at 9.4 µM; 0.32% of 310,000 active; AID 504621;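 active means every replicate shows inhibition above about 80%, whatever the replicate mean, limit read from the data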;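 further: 0% = DMSO neutral controls and 100% = 20 µM radicicol positive controls; yeast relying on Plasmodium falciparum Hsp90 in place of its own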
# SUMO Mot1 rescue: inhibitors of SUMOylation pathway: yeast Mot1-301 growth rescue. AID 2716. 1% of 320,000 active. growth rescue, % at 18.8 µM. S. cerevisiae Mot1-301 growth rescue, ATP luminescence, 38.5C; percent above DMSO median, 100 means doubled;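 active means every valid replicate shows activation above 250% relative to neutral control wells; inactive means the rest, any valid replicate at or below 250%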;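 further: OY570 slx delta 5 strain wells were the positive control but not used for scaling; some compounds called inactive have numbers as strong as hits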
# OPRM1-OPRD1 ag: agonists of human mu-delta opioid receptor heterodimerization. P35372+P41143. cells, OPRM1-OPRD1 heterodimerization, luminescence. activation, % at 9.3 µM. 0.3% of 340,000 active; in the data active means activation above about 18%;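 further: 0% = vehicle-treated cells and 100% = reference agonist; values of inactives mirror those of a sister screen read the other way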
# Tat export inh: blocks Tat-dependent protein export in E. coli; AID 488895; E. coli MC4100 TorA-mCherry Tat export, fluorescence; inhibition, % at 10 µM; 0.036% of 340,000 active;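 active means mean replicate inhibition at least 50% and at least half of replicates individually reaching 50%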;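 further: exported cargo escapes ClpAP degradation while cytoplasmic cargo is degraded and loses fluorescence; 0% = median of neutral control wells and 100% = median of NaSCN control wells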
# phage Ecoli inh: E. coli growth loss with phage present. growth absorbance. inhibition, % at 11.9 µM. 0.26% of 360,000 active. AID 651602; in the data active means inhibition above about 11%
# Active calls of the source: *; . = no result given.
no.	compound	HTR5A inv ag	AddAB inh	phage Ecoli inh	Ecoli viability	MOR-DOR inv ag	Tat export inh	PKA-R2B activ	SUMO Mot1 rescue	PKA-R1A act	PfHsp90 yeast 2	OPRM1-OPRD1 ag
1	Cc1cccc(N2CCN(C(=O)c3nn(C)c4c3CS(=O)(=O)c3ccccc3-4)CC2C)c1 (stereo not drawn)	1	1.5	4.9	-0.4	23	12	-13	42	-6	12	-4.2
2	CCn1cnc2c1c(=O)n(CC(=O)NCC(F)(F)F)c(=O)n2Cc1ccccc1	0	1.4	-0.1	1.2	10	1	4	-5	1	10	-1.9
3	CSc1nc(Oc2ccc(F)cc2)c2ccccc2n1	-24	5.2	2.0	3.5	-18	-13	0	-5	-18	10	3.2
4	CC1(c2ccc(Cl)cc2)NC(=O)N(CC(=O)NCc2ccc(F)cc2)C1=O (stereo not drawn)	5	3.9	-0.9	1.7	-8	-7	-9	5	-2	8	1.1
5	CN1C(=O)/C(=C2\SC(N3CCCCCC3)=NC2=O)c2ccccc21	-1	3.9	-0.5	0.8	12	-1	-7	-5	-14	-10	-2.7
6	CC1CCCCN1C(=O)CSc1nc(N)nc(N)n1 (stereo not drawn)	4	0.4	3.1	3.1	10	-6	-17	.	-11	.	-1.9
7	CCOc1ccc(N(C(C)C(=O)N2CCCCCC2)S(C)(=O)=O)cc1 (stereo not drawn)	-16	1.6	0.6	-0.4	16	1	2	1	-7	6	-3.3
8	CCOc1ccc(C(=O)NCC(c2cccs2)N(C)C)cc1OCC (stereo not drawn)	-4	0.9	2.6	-1.7	-23	-7	0	-5	-4	0	4.3
9	COc1cc(C2C3=C(CCCC3=O)Nc3c2c(C)nn3-c2cccc(C)c2)cc(OC)c1O (stereo not drawn)	-11	-0.1	1.7	-2.1	14	1	-12	-14	-13	1	-2.7
10	COc1ccc(C(=O)OCC(=O)c2ccc(CNC(C)=O)s2)cc1	-19	-1.1	-1.5	0.7	14	3	8	0	-7	0	-3.5
11	O=C(COC(=O)CN1C(=O)NC2(CCCC2)C1=O)Nc1ccc(C(F)(F)F)cc1[N+](=O)[O-]	-9	3.9	2.7	-0.2	-35	1	15	-7	-2	-17	5.5
12	NC(=O)CSc1nnnn1-c1cccc(Cl)c1	-17	2.4	0.6	0.7	16	-4	-5	14	-4	24	-3.0
13	COc1ccccc1C(=O)COC(=O)c1cc(S(=O)(=O)N2CCCCC2)ccc1N1CCOCC1	-4	-0.1	5.3	-1.3	0	14	-10	.	-15	15	0.0
14	COc1cc(SC)ccc1C(=O)Nc1cc(C)c(OCC(=O)N2CCOCC2)c(C)c1	18	5.6	-0.9	-0.7	10	-2	14	562*	2	8	-1.8
15	COc1ccc(S(=O)(=O)N2CCCC2C(=O)Nc2nccs2)cc1 (stereo not drawn)	15	1.9	-1.1	1.6	12	5	1	-11	7	-3	-2.6

no.	compound	HTR5A inv ag	AddAB inh	phage Ecoli inh	Ecoli viability	MOR-DOR inv ag	Tat export inh	PKA-R2B activ	SUMO Mot1 rescue	PKA-R1A act	PfHsp90 yeast 2	OPRM1-OPRD1 ag
16	CC(C)OCCCn1c(=N)c(C(N)=S)cc2c(=O)n3ccccc3nc21	-4	2.5	2.2	0.5	7	2	-10	-19	-1	-8	-1.3
17	Cc1ccc2c(c1)C(=O)C(=O)N2CCOc1ccccc1	5	-0.8	-2.1	0.2	38*	-2	-3	16	-11	-4	-7.6
18	CCN(CC)S(=O)(=O)c1ccc2oc(C(=O)N3CCCCCC3)c(C)c2c1	-28	0.8	-0.5	-2.0	-2	2	2	8	2	-32	0.3
19	O=C(Oc1cc(=O)oc2ccccc12)c1cccnc1Cl	1	-0.3	2.2	-2.1	-3	0	-6	74	-1	-5	0.4
20	CC(=O)c1ccc(-c2ccc(-c3cc(=O)oc4c(C(C)C)ccc(C)c34)cc2)cc1	2	1.4	-1.2	1.8	20	-9	-1	.	-8	-11	-4.1
21	Cc1cccc(NC(=O)[C@@H]2CCCN2C(=O)OC(C)(C)C)c1C	-32	0.2	0.7	-0.5	13	9	-12	5	5	-5	-2.3
22	CCOc1ccccc1Nc1nnc(SCC(=O)NC(Cc2c[nH]c3ccccc23)C(=O)O)s1 (stereo not drawn)	-49	-0.8	3.0	0.8	10	-5	-4	-14	-4	-1	-2.0
23	O=C(CN1CCN(Cc2ccccc2)CC1)Nc1nc2ccccc2s1	13	-3.0	1.2	-1.1	3	-3	0	-1	-1	-5	-0.5
24	CCCCNC(=O)CSc1nnc(-c2c[nH]c3ccccc23)n1CC1CCCO1 (stereo not drawn)	18	-2.4	.	-4.0	15	-3	-16	-3	4	3	-2.7
25	COc1cccc(-n2c(C)nc3c(cnn3-c3ccc(Cl)cc3)c2=O)c1	-12	2.0	2.2	1.2	-3	4	-9	-3	2	-38	0.5
26	Cc1cc(=O)n2nc(N3CCCC(C(=O)NC(C)c4ccccc4)C3)sc2n1 (stereo not drawn)	-10	-0.5	1.1	-1.6	4	-3	-11	-13	-3	56	-0.6
27	CC(C)c1ccc(/C=C2\SC(N3CCCC3)=NC2=O)cc1	-4	0.1	-1.9	-2.1	-24	13	-6	-11	1	2	4.6
28	CCCc1nc2ccc(NC(=O)c3ccco3)cc2c(=O)n1Cc1ccc(Cl)cc1	-3	4.8	0.0	-1.6	-7	-10	3	-6	-2	.	1.2
29	O=c1c2cc(N3CCOCC3)ccc2[nH]c(=S)n1CCN1CCCC1	11	2.0	2.0	-3.3	18	4	7	-9	-4	.	-3.5
30	Cc1ccc(Cn2ccc(NC(=O)c3cc(-c4cccs4)on3)n2)cc1	0	3.8	3.0	-1.9	-5	-2	-9	18	7	-2	0.9

no.	compound	HTR5A inv ag	AddAB inh	phage Ecoli inh	Ecoli viability	MOR-DOR inv ag	Tat export inh	PKA-R2B activ	SUMO Mot1 rescue	PKA-R1A act	PfHsp90 yeast 2	OPRM1-OPRD1 ag
31	C#CCn1c(=NC(=O)c2cc(Cl)sc2Cl)sc2cc(S(N)(=O)=O)ccc21	5	1.2	2.9	-3.3	12	-5	-5	260	-2	-30	-2.4
32	COc1ccc(NC(=O)C(=O)NCCN2CCN(C(=O)c3cccs3)CC2)cc1	-8	2.3	1.8	0.1	-2	-1	-10	-17	2	-18	0.5
33	COc1ccc(-c2nc3ccccc3n2OC(C)C(=O)O)cc1 (stereo not drawn)	3	1.0	1.2	0.5	13	4	-4	-13	-1	8	-2.2
34	CCOc1ccc(C(=O)Nc2c(C(N)=O)oc3ccccc23)cc1	4	0.3	1.0	-0.5	14	-9	-10	16	-7	-1	-2.6
35	COc1ccc(Cl)cc1NC(=O)CNc1ccc(F)cc1C	7	5.2	3.1	-0.7	-9	-10	-11	3	-3	8	2.0
36	CC1CCCC(C)N1C(=O)CSc1ccc(-c2ccc3c(c2)OCCO3)nn1 (stereo not drawn)	6	1.1	1.2	1.4	-2	7	-1	-7	4	11	0.4
37	Cc1nn(-c2ccccc2[N+](=O)[O-])c(=O)c2ccccc12	6	1.1	3.7	0.3	9	2	2	3	-4	-1	-1.9
38	CCCNC(=O)CS(=O)(=O)c1ccccc1	-12	3.6	1.9	0.7	13	-9	-3	3	4	-10	-2.4
39	COc1ccc(-n2nnnc2SCC(=O)NC2CCS(=O)(=O)C2)cc1 (stereo not drawn)	2	-1.2	-1.6	-1.3	13	3	4	7	12	6	-3.3
40	CC/C(Cc1ccccc1)=N/NC(=O)CCn1nnc2ccccc21	3	2.5	4.4	0.9	-2	2	-7	4	4	-10	0.2
41	Cc1c(C(C)C[C@H](C)O)oc(=O)c2c1Oc1c(C)c(C(C)C[C@H](C)O)oc(=O)c1C2 (stereo partly drawn)	8	-0.6	3.6	0.5	8	-1	7	5	-5	4	-1.4
42	COc1ccc(NC2CCCN(C(=O)c3cc(CC(C)C)nc(N)n3)C2)cc1 (stereo not drawn)	-5	2.9	3.3	-0.8	-3	-3	-2	-13	-8	7	0.6
43	O=C1NC(c2ccccc2)=C(c2nc3ccccc3s2)C(c2ccc(F)cc2)N1 (stereo not drawn)	-10	2.4	1.6	0.3	-18	19	3	-35	4	-17	4.2
44	CSCCC(NC(=O)COc1ccccc1)C(=O)N(C)Cc1ccc(F)cc1 (stereo not drawn)	-3	1.7	0.1	-0.7	12	4	0	121	0	7	-2.8
45	COc1ccccc1NS(=O)(=O)c1cccc(C(=O)NCC(c2ccco2)N(C)C)c1 (stereo not drawn)	3	3.6	0.5	-0.6	0	8	-7	88	0	16	0.0

no.	compound	HTR5A inv ag	AddAB inh	phage Ecoli inh	Ecoli viability	MOR-DOR inv ag	Tat export inh	PKA-R2B activ	SUMO Mot1 rescue	PKA-R1A act	PfHsp90 yeast 2	OPRM1-OPRD1 ag
46	CC1CCCC(C(=O)OCc2ccccc2)N1 (stereo not drawn)	-1	1.4	3.8	-1.3	-16	-3	6	-14	0	13	2.8
47	O=C(CN1CCN(c2ccccc2)CC1)NCc1ccc(F)cc1	6	2.4	0.0	0.7	15	-3	7	-6	0	1	-3.1
48	CC(C)(C)NC(=O)C1CCCN(S(=O)(=O)c2ccc(-n3cnnn3)cc2)C1 (stereo not drawn)	-5	2.0	4.2	-0.8	4	-4	-2	8	-10	-6	-0.7
49	Clc1cccc(CN2CCN(c3ncccn3)CC2)c1Cl	13	5.3	0.9	2.6	-11	6	-6	35	9	-21	2.0
50	CCc1ccc(NC(=O)C2CCCN(S(=O)(=O)c3cnc[nH]3)C2)cc1 (stereo not drawn)	-13	-1.1	.	1.3	15	0	-1	-2	-9	10	-2.8
51	CCCCN(CC)S(=O)(=O)c1ccccc1	4	-1.6	4.7	-1.8	5	-5	7	-14	9	.	-0.9
52	O=C(N/N=C/c1ccccn1)c1ccc(Br)o1	-28	-1.0	1.4	-1.3	-13	5	2	.	6	11	2.1
53	C=CCn1c2ccccc2c(=O)c2cc(C#Cc3cc(OC)cc(OC)c3)ccc21	-27	2.2	0.0	1.5	9	-1	-2	5	1	-7	-1.9
54	CCC(C)n1c(SCC(=O)NC2CCCC2)nc2ccccc2c1=O (stereo not drawn)	-4	0.0	3.2	1.1	8	4	-6	-3	-8	-39	-1.5
55	CC(Oc1ccc2c3c(c(=O)oc2c1)CCC3)C(=O)NCC1CCC(C(=O)O)CC1 (stereo not drawn)	-34	-0.3	1.7	-1.2	9	-6	6	202	-27	24	-1.6
56	CCC(C)(C)NC(=O)c1ccc2c(c1)N(CC(=O)NC1CCCC1)C(=O)C(C)(C)O2	21	-0.2	-2.7	-2.9	14	8	-6	8	-5	-10	-2.3
57	CC1CC2(CCCCC2)N2C(=O)C(=O)c3cccc1c32 (stereo not drawn)	-1	2.4	3.2	1.9	-3	0	2	30	3	-21	0.6
58	Cn1c(=O)c2c(SCC(=O)N3CCCc4ccccc43)nc(C3CC3)nc2n(C)c1=O	-11	-2.6	4.4	1.6	2	-17	5	12	2	-5	-0.3
59	N#Cc1c(NCCCO)nc(-c2ccccc2)c2c1CCCC2	9	1.4	3.3	-3.5	7	10	-6	7	-2	-25	-1.1
60	CC(=NCc1ccccc1)C1=C(O)COC1=O	-19	3.0	1.8	-0.5	6	0	-2	-6	-2	9	-1.5
61	Cc1ccc(S(=O)(=O)N(Cc2ccc(Cl)cc2)c2ccccc2C(=O)O)cc1	-11	-2.0	0.4	-3.0	14	0	3	191	5	-6	-2.9
